KKLEB cytotox – reduces viability of KKLEB cystic fibrosis airway cells. KKLEB CF airway cells viability, ATPlite luminescence, overnight; stronger effect = lower value; cells stimulated with P. aeruginosa culture filtrate. activity change (cytotoxicity), % at 5 µM. 360,000 tested, 0.36% active. AID 602141;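 active = corrected activity change at or below -50% at 5 µM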
Peg3 prom inh – inhibitors of Peg3 promoter; 360,000 tested, 1.7% active; inhibition, % at 20 µM; HeLa PEG-Prom luciferase reporter, luminescence, overnight;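 active = inhibition of at least 50% at 20 µM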
CF NFkB block – cystic fibrosis NF-kB activation inhibition; KKLEB NF-kB-GFP reporter, PAF-induced, GFP fluorescence overnight; AID 588850; 360,000 tested, 0.86% active; inhibition, % at 5 µM;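 active = at least 50% inhibition at 5 µM, scaled per plate between neutral and stimulator controls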;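 also: PAF is a Pseudomonas aeruginosa culture filtrate used as stimulus; plate controls were PAF-stimulated DMSO wells for no effect and unstimulated DMSO wells for full effect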
NR2E3 ag-1 – NR2E3 (human) agonism; 320,000 tested, 0.12% active; AID 2300; Q9Y5X4; inhibition of corepressor binding, % at 4.78 µM; GST-NR2E3/biotin-RetCOR TR-FRET, 1536-well;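 active = percent inhibition above the cutoff of mean plus 3 SD of all tested compounds, set per screening campaign, cut at about 20% in these data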;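 also: 0% = DMSO wells and 100% = biotin wells as full block of FRET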
Target sequence (Q9Y5X4 whole entry, looked up): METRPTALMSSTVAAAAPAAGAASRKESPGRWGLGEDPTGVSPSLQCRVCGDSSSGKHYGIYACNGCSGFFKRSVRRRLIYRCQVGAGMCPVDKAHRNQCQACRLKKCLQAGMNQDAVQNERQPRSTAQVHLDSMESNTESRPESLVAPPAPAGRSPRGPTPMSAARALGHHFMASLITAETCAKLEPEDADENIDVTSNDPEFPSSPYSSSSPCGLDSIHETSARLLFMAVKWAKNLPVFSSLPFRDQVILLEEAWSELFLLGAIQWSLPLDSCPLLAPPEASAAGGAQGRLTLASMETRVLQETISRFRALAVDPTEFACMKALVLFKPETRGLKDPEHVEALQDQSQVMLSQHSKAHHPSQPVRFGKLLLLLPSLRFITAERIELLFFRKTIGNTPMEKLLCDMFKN
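System: GST-NR2E3 and biotin-RetCOR proteins; probe or stimulus: 7 nM biotin-RetCOR; doses: compound at 4.8 µM, single dose; schedule: Compound–protein incubation for 5 h at 4 °C; detection: time-resolved FRET; read-out: percent inhibition; controls: biotin wells as high control, 0.6% DMSO wells as low control; format: 1536-well plates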
HIF-2a block – HIF-2a inhibition; inhibition, % at 18.8 µM; 360,000 tested, 0.72% active; AID 624352; 786-0 RCC cells HIF-2a reporter, luciferase luminescence, overnight;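 active = inhibition of the luminescence signal of 40% or more relative to plate controls, in a single-dose primary screen at 18.75 µM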
Shn3 inh set2 – Schnurri-3 reporter inhibition in Clone20 osteoblasts; Clone20 osteoblast Shn3 3'UTR firefly luciferase, 24 h; inhibition, % at 12.5 µM; 360,000 tested, 0.52% active; AID 588674;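 active = mean inhibition of at least 75% with every replicate also reaching 75%; inconclusive = mean inhibition at least 75% but some replicate below; inactive = mean inhibition below 75%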;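 also: 0% = median of neutral control wells and 100% = pilot-screen positive control compound; some compounds past the cut are filed as inactive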
LMP1 NFkB inh – reduces LMP1-driven NF-kappaB luciferase signal; LMP1-induced NF-kappaB luciferase reporter cells, luminescence; inhibition, % at 12.5 µM; 350,000 tested, 0.69% active; in the data active = inhibition above about 41%; inconclusive = no clear call, values can overlap the other calls;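 also: 0% = neutral control wells and 100% = reference inhibitor control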
C8 TRAIL sens – sensitizes caspase-8 expressing cells to TRAIL | inhibition (viability loss, TRAIL sensitization), % at 10 µM | NB7+C8 cells + TRAIL, ATPlite viability luminescence | 360,000 tested, 1% active;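 active = compounds causing at least 50% loss of cell viability in the single-dose screen, relative to plate controls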
iPSC survival up – hiPSC single-cell survival enhancement | ATPlite luminescence; 100% = ROCK inhibitor wells, 0% = DMSO | survival enhancement, % at 20 µM | 360,000 tested, 0.044% active | AID 602274; in the data active = survival enhancement above about 18%;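 also: cells exposed to compounds for 16 hours before the ATP read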
TRPM1 prom inh – inhibitors of MITF-driven TRPM1 promoter in melanoma cells; SK-MEL-5 TRPM1 promoter luciferase, 24 h; inhibition, % at 12.5 µM; 330,000 tested, 0.83% active; AID 488899;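 active = mean inhibition across replicates of 60% or more, whatever share of single replicates reaches that level; inconclusive = some that reach 60%, reason not given; inactive = mean inhibition across replicates below 60%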; also: values of inactives mirror those of a sister screen read the other way
NR2E3 ag-2 – activates human NR2E3 receptor; Q9Y5X4; CHO-S Gal4-NCOR/VP16-NR2E3 two-hybrid, luciferase; inhibition of corepressor binding, % at 3.98 µM; 360,000 tested, 0.35% active; AID 602229;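 active = inhibition above the mean of all tested compounds plus 3 SD, cut at about 70% in these data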;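 also: 0% = DMSO with NR2E3 transfected cells and 100% = cells lacking NR2E3 construct; higher means lower luciferase signal from less NR2E3 corepressor binding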
* marks the source's active call; other numbers are inactive results; ? = inconclusive; . = not tested or not shown. These rows are one share of the data (hit frequency here may not be typical).

Order of results: KKLEB cytotox	Peg3 prom inh	CF NFkB block	NR2E3 ag-1	HIF-2a block	Shn3 inh set2	LMP1 NFkB inh	C8 TRAIL sens	iPSC survival up	TRPM1 prom inh	NR2E3 ag-2
#1 S=C(Nc1ccc(Cl)cc1Cl)N1CCOCC1
 : 10	7	9	-4	7	11	6	-1	-0.8	0	14
#2 FC(F)(F)c1cnc(N2CCCN(C(=S)Nc3ccccc3)CC2)c(Cl)c1
 : -1	15	3	0	-2	67	3	27	-0.6	24	14
#3 CC(=O)Nc1ccc(N/C(N)=N/c2nc(C)cc(C)n2)cc1
 : 13	38	-15	2	24	-3	-12	4	-0.9	10	-11
#4 Cn1c2c(c(=O)c3ccccc31)CCC(C)(C)O2
 : -2	-7	14	3	13	-8	-1	2	2.7	4	-30
#5 c1ccc(CN2CCC3(CC2)Nc2ccccc2CO3)cc1
 : -14	11	2	3	0	0	2	5	-0.8	0	7
#6 COc1ccc(N2CCN(C(=O)CSc3nnc(-c4ccc5[nH]c(C)c(C)c5c4)o3)CC2)cc1
 : -12	-1	16	-2	-30	-5	-15	13	-1.1	3	-12
#7 O=C(NCc1ccc2c(c1)OCO2)C(=O)NCC1OCCN1S(=O)(=O)c1ccc(Cl)cc1 (centres undefined)
 : 7	7	5	0	14	15	3	-5	2.2	14	6
#8 CCN(CC)CCNC(=O)C1CCN(S(=O)(=O)c2c(C)noc2/C=C/c2ccccc2F)CC1
 : -1	25	2	-2	1	-28	0	24	-0.5	77*	-40
#9 CC1=CC(C)(C)N=C(Nc2ccc(C)cc2)S1
 : -3	-68	-16	1	-124	-32	-15	29	-2.9	-68	-33
#10 Cc1ccc2nc(NC(=O)CC3Oc4ccccc4NC3=O)sc2c1 (centres undefined)
 : -9	-23	-10	3	-36	3	-6	-15	-0.4	-12	-43
#11 CCc1cc(=O)oc2cc(OCC(=O)O)c(Cl)cc12
 : 4	13	7	-2	14	19	-2	9	5.5	9	-1
#12 CC(C)n1cc(CN2CCC(Oc3ccc(C(=O)N4CCCCC4)cc3)CC2)cn1
 : -11	16	31	.	12	12	3	19	-0.4	10	-20
#13 O=C(CNc1cccc(S(=O)(=O)N2CCCCC2)c1)Nc1ccc(C(F)(F)F)cc1
 : -16	21	-5	.	2	50	1	24	-1.3	.	38
#14 CCN(CC(=O)Nc1cc(Cl)ccc1C)C(=O)CSCc1ccccc1
 : 1	20	13	.	10	-40	1	12	0.0	5	-27
#15 Cc1ccccc1-c1csc(N)n1
 : 1	-43	-1	.	-62	-21	-2	4	-0.3	-53	-25
#16 CCOC(=O)Cn1nc2oc(=O)c(CCN3CCN(c4ccccc4OC)CC3)c(C)c2c1C
 : 2	1	16	.	4	8	4	-4	2.0	.	-29
#17 CC1CCN(c2ccc3nnc(CCC(=O)N4CCN(c5ccc(F)cc5)CC4)n3n2)CC1
 : 13	10	7	1	7	-9	-7	15	-0.5	19	16
#18 COc1cccc(CNC(=O)C2CCN(S(=O)(=O)c3cnc[nH]3)CC2)c1
 : 2	14	6	2	5	-23	1	-13	-0.7	-5	-8
#19 CSc1ncccc1C(=O)NCc1ccc(C)cc1
 : -3	8	17	-2	2	-12	0	7	1.2	4	14
#20 O=C(c1ccccc1Cl)N1CCN(C(=O)C2CCCO2)CC1 (centres undefined)
 : 3	24	8	.	5	4	7	15	0.7	10	3
#21 COC(=O)c1ccccc1NC(=O)c1cc(C)no1
 : 6	3	-15	1	-3	6	2	-20	-0.1	11	-14
#22 CCCNC(=O)COC(=O)c1ccccc1OCC(=O)Nc1ccc(Br)cc1
 : -1	2	1	0	10	-1	-4	-8	0.0	-1	-11
#23 Cc1cc(C)cc(NC(=O)CC23CC4CC(C2)CC(n2nnc(C)n2)(C4)C3)c1
 : 14	16	-19	-3	22	15	1	7	-0.5	5	-39
#24 COc1ccc(N(CC(=O)NCc2ccc(C)cc2)S(=O)(=O)c2c(C)noc2C)cc1
 : -15	9	10	1	12	1	-5	-4	-0.3	-2	2
#25 Cc1onc(-c2ccccc2)c1C(=O)/C=C/N(C)C
 : 2	9	2	3	9	6	2	-30	0.6	7	-15
#26 COc1cccc(C(=O)CSc2nnc(-c3cc(OC)c(OC)c(OC)c3)o2)c1
 : 5	19	8	0	18	7	1	8	-0.9	3	-3
#27 O=S(=O)(c1ccccc1)N1CCn2c(nc3ccccc32)C1
 : -24	-7	-4	2	-38	34	-5	2	1.8	.	-10
#28 CC1CC(C)CN(S(=O)(=O)c2ccc(NC(=O)CN3CCCCCC3)cc2)C1 (centres undefined)
 : 1	19	1	.	9	24	-3	17	-0.4	3	7
#29 COc1ccc2[nH]c3c(=O)n(Cc4ccco4)cnc3c2c1
 : -23	-86	28	-1	-80	-5	-2	1	9.0	-58	-31
#30 CSCCC1COC(c2cccs2)=N1 (centres undefined)
 : 8	-4	-5	-3	4	-48	-6	-7	1.2	-6	-2
#31 COc1cccc(-c2nc(NCc3ccco3)c3ccccc3n2)c1O
 : -37	-9	44	3	-77	4	-2	15	3.2	4	-30
#32 O=c1[nH]c2ccc(Br)cc2c(=O)o1
 : 1	9	-18	.	44*	-12	-5	-2	-2.3	.	-22
#33 COc1ccc(S(=O)(=O)N(C)c2ccc(C(=O)N3CCCC3)cc2)cc1OC
 : -4	10	17	-4	5	2	4	-9	0.5	18	6
#34 Cc1ccc(CN(C)C(=O)CCNS(=O)(=O)c2ccccc2)o1
 : 2	-1	-5	-1	-5	18	5	-7	-2.0	18	-8
#35 Cc1ccc(C(=O)N(Cc2ccccc2)C(C)(C)C)cc1C
 : 10	10	6	1	16	18	-2	-6	-2.6	-1	-7
#36 CCCCc1ccc(-c2csc(/C(C#N)=C/c3ccc(C)o3)n2)cc1
 : -2	-9	-15	-1	-53	-2	3	0	-2.0	-5	-23
#37 Cc1ccccc1C(=O)NC[C@@H]1CCCN2CCCC[C@H]12
 : 2	5	0	-3	14	-6	-1	-14	0.3	-1	-30
#38 COC(=O)c1ccc(C(=O)OC)c(NC(=O)C(C)C)c1
 : 14	0	-5	-3	0	7	3	1	0.8	6	-6
#39 CC(=O)C1=C(O)C(=O)N(CCO)C1c1ccccc1 (centres undefined)
 : 0	6	10	-2	14	.	-7	-8	-0.1	1	12
#40 O=C(Nc1cccc(Cl)c1)N1CCN(c2ncccn2)CC1
 : 17	-40	14	-3	-47	-5	4	1	-0.8	-14	-23
#41 CCOC(=O)c1sc2nc(C)nc(N3CCCCC3C)c2c1C (centres undefined)
 : 12	3	2	6	-10	8	-17	9	0.9	-9	-18
#42 CCCCCCNC(=O)O[C@]12C[C@@H](C(=O)OC)[C@@H](C(=O)OC)C[C@@]1(O)CN(S(=O)(=O)c1ccc(C)cc1)C2
 : 8	-17	-20	.	-7	4	?	-8	5.3	.	-30
#43 Cn1cc(CN2CCc3c([nH]c4ccccc34)C2C2CCCCC2)cn1 (centres undefined)
 : -9	11	12	1	18	18	-3	9	0.9	18	-16
#44 Nc1c(C(=O)Nc2ccc3c(c2)OCCO3)nnn1Cc1ccc(Cl)cc1
 : -2	-328	-1	-1	-196	-101	-85	0	-0.4	-125	-126
#45 CCc1ccc(NS(=O)(=O)c2c(C)noc2C)cc1
 : 3	9	-2	0	5	-6	0	-20	-0.6	7	25
#46 Cc1noc(NS(=O)(=O)c2ccc(NS(=O)(=O)c3ccc(C(C)(C)C)cc3)cc2)c1C
 : 9	11	1	.	10	4	5	-19	-2.4	.	1
#47 CCN1C(=O)c2ccccc2S(=O)c2ccc(C(=O)NCc3ccc(OC)cc3)cc21 (centres undefined)
 : -6	-7	-4	2	22	13	7	1	-0.5	12	8
#48 COCCN(C(=O)c1ccc(-c2ccc(Cl)cc2)o1)c1c(N)n(CC(C)C)c(=O)[nH]c1=O
 : 15	11	-4	2	5	2	-12	-26	-0.3	-10	-50
#49 CCn1nccc1C(=O)Nc1nc2ccccc2n1CCN1CCCCC1
 : 4	12	-5	1	16	-15	-3	10	-1.1	-9	-6
#50 COCc1ccc(CN2CCCC(CCC(=O)NCc3cccc(OC)c3)C2)o1 (centres undefined)
 : 6	8	-1	4	15	2	-2	8	1.2	-7	-6
#51 CC(=O)c1cccc(NC(=O)C2CCN(S(C)(=O)=O)CC2)c1
 : -1	16	11	5	6	0	2	-6	2.3	11	-3
#52 c1ccc(N2OCC3Cn4c(nc5ccccc54)C32)cc1 (centres undefined)
 : 2	-82	-17	3	-88	-25	-6	0	0.5	13	-36
#53 CC(C)Oc1ccc(C2CNC(=O)C2)cc1 (centres undefined)
 : -7	14	-6	3	3	-4	-3	1	0.2	1	15
#54 CCOC(=O)CSc1nc2cc3c(cc2cc1C#N)OCO3
 : 3	-363	-8	-1	-222	-6	-16	-4	-1.2	-90	-136
#55 Clc1ccccc1OCCn1cnc2ccccc21
 : 3	-188	13	-1	-200	-41	-23	11	0.3	-58	-55
#56 COc1ccc(NC2CCCN(C(=O)CCc3scnc3C)C2)cc1 (centres undefined)
 : 0	8	-2	1	6	-16	-8	-10	-0.1	-10	-35

Assay outcomes: PubChem BioAssay, several laboratories
